Screening data: PubChem BioAssay, Dana-Farber Cancer Institute and Novartis Institutes for BioMedical Research (Cambridge, Mass)
USP28 inh: inhibitors of human USP28 deubiquitinase; 47,000 compounds, 3% hits; purified USP28, Ub-rhodamine cleavage fluorescence, 30 min; Q96RU2; inhibition, % at 25 µM
OTUD3 inh: inhibitors of human OTUD3 deubiquitinase. Q5T2D3. purified OTUD3, Ub-rhodamine fluorescence, 2 h. inhibition, % at 25 µM. 47,000 compounds, 0.7% hits
USP17 block: inhibitors of human USP17 deubiquitinase. AID 1645855. 47,000 compounds, 6.5% hits. purified USP17, Ub-rhodamine cleavage fluorescence, 3 h. inhibition, % at 50 µM
USP30 block: inhibitors of human USP30 deubiquitinase; Q70CQ3; purified USP30, Ub-rhodamine cleavage fluorescence; inhibition, % at 25 µM; 47,000 compounds, 5.3% hits; AID 1645860
USP7 block: human USP7 deubiquitinase inhibition | Q93009 | purified USP7, Ub-rhodamine cleavage fluorescence | inhibition, % at 20 µM | 47,000 compounds, 0.3% hits | AID 1645854
Target sequence (Q93009 whole entry, looked up): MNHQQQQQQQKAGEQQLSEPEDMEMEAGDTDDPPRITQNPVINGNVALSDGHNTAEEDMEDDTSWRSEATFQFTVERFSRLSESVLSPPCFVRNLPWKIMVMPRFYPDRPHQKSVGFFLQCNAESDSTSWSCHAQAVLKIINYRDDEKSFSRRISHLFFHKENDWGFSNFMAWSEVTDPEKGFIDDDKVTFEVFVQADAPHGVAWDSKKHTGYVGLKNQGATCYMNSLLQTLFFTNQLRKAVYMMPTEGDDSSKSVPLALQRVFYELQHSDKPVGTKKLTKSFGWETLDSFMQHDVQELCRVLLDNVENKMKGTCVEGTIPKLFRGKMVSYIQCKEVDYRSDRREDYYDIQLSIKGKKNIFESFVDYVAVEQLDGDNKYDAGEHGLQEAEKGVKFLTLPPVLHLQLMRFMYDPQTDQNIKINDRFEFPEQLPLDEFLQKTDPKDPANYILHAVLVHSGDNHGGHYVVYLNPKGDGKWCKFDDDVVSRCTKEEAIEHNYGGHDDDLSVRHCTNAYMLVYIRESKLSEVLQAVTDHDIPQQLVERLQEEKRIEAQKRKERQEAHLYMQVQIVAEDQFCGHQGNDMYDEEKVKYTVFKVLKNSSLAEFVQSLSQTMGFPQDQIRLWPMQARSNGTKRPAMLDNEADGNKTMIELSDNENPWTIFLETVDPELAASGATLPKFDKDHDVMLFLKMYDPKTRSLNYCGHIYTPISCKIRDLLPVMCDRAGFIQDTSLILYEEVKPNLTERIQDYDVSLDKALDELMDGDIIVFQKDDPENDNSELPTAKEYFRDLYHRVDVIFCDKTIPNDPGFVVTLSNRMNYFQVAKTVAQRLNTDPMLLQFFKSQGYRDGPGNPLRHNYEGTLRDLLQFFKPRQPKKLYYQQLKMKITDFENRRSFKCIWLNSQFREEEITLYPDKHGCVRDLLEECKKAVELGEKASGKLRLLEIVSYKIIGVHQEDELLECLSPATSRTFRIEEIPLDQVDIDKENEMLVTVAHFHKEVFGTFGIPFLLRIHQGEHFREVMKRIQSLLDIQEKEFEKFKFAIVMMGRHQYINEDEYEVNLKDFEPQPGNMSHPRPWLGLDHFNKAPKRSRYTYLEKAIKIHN
UCHL1 block: blocks human UCHL1 ubiquitin-rhodamine cleavage; P09936; purified UCHL1, Ub-rhodamine cleavage fluorescence; inhibition, % at 20 µM; 47,000 compounds, 0.2% hits
USP8 block: blocks human USP8 ubiquitin-rhodamine cleavage; purified USP8, Ub-rhodamine cleavage fluorescence, 30 min; inhibition, % at 20 µM; 47,000 compounds, 4.2% hits; AID 1645853
USP10 block: blocks human USP10 ubiquitin-rhodamine cleavage | AID 1645856 | 47,000 compounds, 1.1% hits | inhibition, % at 20 µM | Q14694 | purified USP10, Ub-rhodamine fluorescence, 60 min
* marks the source's active call; other numbers are inactive results; nt = no result given. Cut-off read from the data, not from the text of the source: active = inhibition above about 30%; inactive = the rest.

SMILES	USP28 inh	OTUD3 inh	USP17 block	USP30 block	USP7 block	UCHL1 block	USP8 block	USP10 block
Cc1cc(C)cc(-n2c(C)cc(C(=O)C(=O)NCc3ccccc3)c2C)c1	5	4	-7	-2	6	4	-86	8
CCC(C)(N)c1nnnn1-c1c(C)cccc1C (stereo not drawn)	-5	-1	nt	-8	-1	-2	-4	0
Cc1nn(CC(=O)NCc2cccc(Cl)c2)c(C)c1S(=O)(=O)N(C)C	-3	-2	-7	4	-2	-4	3	1
CNC(=O)[C@@]12CCCN(c3ncccn3)[C@@H]1CN(Cc1cccc(Cl)c1)C2	-10	-3	-5	13	-5	1	-14	-1
C[C@@H](Nc1ncnc2c1CN(C1CCCNC1)C(=O)CN2C)c1ccccc1 (stereo partly drawn)	nt	-3	-56	nt	-1	-3	-7	-2
Cc1ccc(NC(=O)CN2CCN(Cc3ccccc3)S2(=O)=O)cc1C	9	9	4	12	-2	2	2	6
CC1CCCN(CC2CCN(C(=O)NCc3ccccc3)CC2)C1 (stereo not drawn)	-2	2	-1	-7	0	0	4	-4
COc1ccc(C(=O)NCC(c2ccsc2)N2CCN(C)CC2)cc1 (stereo not drawn)	12	4	7	13	2	2	11	1
COc1ccc(CCNC(=O)C2c3ccccc3C(=O)N(C)C2c2cccs2)c(OC)c1 (stereo not drawn)	-11	-8	nt	-10	-5	-2	-13	0
O=C(Nc1ccccc1Cl)N1C[C@@H]2c3nccn3-c3ccccc3[C@@H]2C1	-7	-12	-2	0	-11	0	-4	1
COc1ccc(C2CC(=O)c3cc(C#N)c(=O)n(-c4cc(C)ccc4C)c3C2)cc1OC (stereo not drawn)	-32	-23	-20	-159	-26	-30	-171	-9
Cc1cc(=O)n(CC(=O)N(C)C2CCCCC2)c(N2CCOCC2)n1	3	0	-11	1	-1	0	-1	0
CC(=O)c1ccc(NC(=O)Cn2nc(-c3ccccc3)cc(NC(=O)C(C)C)c2=O)cc1	-8	-12	-21	-32	3	1	-4	-3
C/C=C/C1=CC(=O)[C@H](O)[C@H]1O	1	3	-13	-11	-1	-2	-8	-3
Cc1cc(C(=O)N2C[C@@H](O)[C@H](N3CCOCC3)C2)c2c(C)noc2n1	8	9	7	8	4	3	11	3
Clc1ccccc1Cn1c(C2CCCO2)nc2ccccc21 (stereo not drawn)	20	6	17	31*	-68	2	7	0
CNc1cc(C2CCCN2C(=O)c2cccnc2OC)nc(C)n1 (stereo not drawn)	-4	-1	0	3	3	0	0	1
COC(=O)CCC(c1ncc(C(F)(F)F)cc1Cl)S(=O)(=O)c1ccccc1 (stereo not drawn)	23	24	44*	58*	4	1	31*	0
Cc1cc(NCCC(=O)Nc2ccc(F)cc2F)n2nc(-c3cccnc3)nc2n1	-20	-26	29	-82	0	-3	-15	-8
CN(C)c1cncnc1-n1cc(NC(=O)c2cccc(Cl)c2)cn1	12	2	-4	9	-10	1	-12	3
O=C(CCS(=O)(=O)c1ccc2c(c1)SCC(=O)N2)Nc1ccc(Cl)cc1F	6	-15	-29	-56	-9	-7	-42	-6
COc1cc(C(=O)Cn2c(=O)n(C)c3ccccc32)cc(OC)c1OC	0	-8	-6	-9	-5	0	-6	-2
CC(=O)N[C@@H]1C[C@H](c2cc(F)ccc2F)O[C@@H]2CCCC[C@@H]12	4	1	5	5	-18	0	1	0
Cc1sc2c(c1C)C(=O)NC(c1ccc(-c3ccc(F)cc3)o1)N2 (stereo not drawn)	-53	-26	-8	-260	-15	-45	0	-3
COCC(=O)N1CCC(O)(Cn2ccc3nc(Cl)ccc32)CC1	2	7	8	13	4	1	16	-2
O=C(Nc1ccccc1CN1CCCC1)c1n[nH]c2ccccc2c1=O	-1	-3	4	1	-1	-3	5	2
c1ccc(-c2cc3c(NCc4cccnc4)ncnc3s2)cc1	-9	-9	5	25	-4	1	-8	-4
O=C(c1cccc(F)c1)N1CCC2(CC1)CCN(c1cccnc1)C2=O	-6	-6	-19	-4	0	-2	-107	3
COc1ccccc1N1CCN(C(=O)c2nccnc2NC(=O)c2ccc(C)cc2)CC1	-14	-1	-7	-2	-3	-3	0	-1
Cc1ccc(-c2nc(NC(=O)c3c(F)cccc3F)sc2C)cc1Cl	9	11	37*	23	9	1	24	3

Some entries already given, showing only USP7 block, UCHL1 block and USP30 block.
Compound	USP7 block	UCHL1 block	USP30 block
O=C(Nc1ccccc1CN1CCCC1)c1n[nH]c2ccccc2c1=O	-1	-3	1
COc1ccccc1N1CCN(C(=O)c2nccnc2NC(=O)c2ccc(C)cc2)CC1	-3	-3	-2
COC(=O)CCC(c1ncc(C(F)(F)F)cc1Cl)S(=O)(=O)c1ccccc1 (stereo not drawn)	4	1	58*

(list continues)
SMILES	USP28 inh	OTUD3 inh	USP17 block	USP30 block	USP7 block	UCHL1 block	USP8 block	USP10 block
O=C1N[C@@H]2CCN(C(=O)CN3CCCC3=O)C[C@@H]2C/C=C/CCOc2ccccc21	1	-10	-3	-5	1	-5	-6	0
Cc1ccc(NC(=O)Cc2ccc(-c3ccccc3)cc2)c(C)c1	3	4	6	18	0	-5	1	6
CCC(C)C(O)C(=O)OC(C(=O)OC(C(=O)OC(C(=O)OC(C(=O)OCC(O)C(O)C(O)C(O)CO)C(C)CC)C(C)CC)C(C)CC)C(C)CC (stereo not drawn)	8	13	16	20	14	16	25	16
COc1ccccc1NS(=O)(=O)c1cc(NC(=O)CC(=O)c2ccc([N+](=O)[O-])cc2)ccc1C	12	3	nt	11	14	9	68*	33*
O=C(CN1CCCc2ccccc21)Nc1ccc2c(c1)OCCO2	-23	-25	-33	-107	-12	-12	-16	-2
CC1Cn2c(cnc2C(F)(F)F)C(=O)N1CC(=O)N(C)c1ccccc1 (stereo not drawn)	10	15	23	25	6	3	22	1
CCOc1c(CC)cnc2c1c(=O)n(CC(=O)NCC1CCCO1)c(=O)n2C (stereo not drawn)	2	4	13	0	0	-3	16	-9
CC(C)(Oc1ccc(Cl)cc1)C(=O)Nc1ccccc1N1CCCCC1	8	9	8	10	12	2	8	1
COc1ccc(C(CNS(=O)(=O)c2ccc(OC)cc2)N2CCN(C)CC2)cc1 (stereo not drawn)	-18	-12	-2	-1	0	-4	-3	0
Cc1cccc(N2CCN(C(=O)c3ccc(-c4cncnc4)nc3)CC2)c1	-15	-17	-24	-35	0	-1	-1	-9
CC(=O)Nc1ccc(NC(=O)CSc2nccn2C2CCCCC2)cc1	11	4	0	11	4	0	6	1
COc1cccc(C(=O)COC(=O)c2cc(=O)[nH]c3ccccc23)c1	0	0	37*	-26	5	1	2	-1
COc1ccc(Nc2nc(-c3ccccc3)c(C(=O)Nc3ccc(F)c(Cl)c3)s2)cc1	5	15	5	20	4	6	29	4
Cc1nc(SCC(=O)Nc2ccc(Cl)c(Cl)c2)c2oc3ccccc3c2n1	3	6	12	9	6	4	5	4
CCCn1c(=O)c2nscc2n(CC(=O)Nc2ccc(C)cc2F)c1=O	9	4	11	21	0	1	13	-5
CN(C)c1cccc2c(S(=O)(=O)NCCc3ccccn3)cccc12	-9	-4	-28	-39	-1	-1	1	-1
CCc1nc2sc3c(SCC(=O)Nc4ccccc4)ncnc3c2c2c1COC(C)(C)C2	-13	-6	-3	-16	-1	0	2	-1
CC(=O)c1cccc(NC(=O)C2CCCN2S(=O)(=O)c2ccccc2F)c1 (stereo not drawn)	12	8	0	10	4	0	9	-1
COc1cccc(NC(=O)Nc2nccn(-c3cccc(F)c3)c2=O)c1	-16	-11	8	-24	3	-1	-58	-5
Cc1ccc(NC(=O)Cn2c(-c3nc(C)no3)cccc2=O)c(C)c1	11	-7	nt	-24	-1	1	-1	-1
CCC(C)Nc1nc(NC)nc(-n2cnc(SCc3ccc(Cl)cc3)n2)n1 (stereo not drawn)	14	12	18	28	7	7	7	10
CC(C)(C)c1cc(C(=O)N2CCCCC2c2ccn3ccnc3n2)n[nH]1 (stereo not drawn)	-15	-6	-13	-48	-6	-6	-11	-3
COc1ccc2c(C)c(CC(=O)NCC(=O)O)c(=O)oc2c1OC	9	14	21	28	3	0	17	-2
Cc1nn2c(S(=O)(=O)NCc3ccc(F)cc3)c(C)nc2s1	-11	-4	nt	-9	0	-3	-5	4
CN(C)C(=O)c1nn(C)c2c1CN(Cc1cccc(C#N)c1)C2	-17	-13	-15	-35	-8	-7	-3	-8
CC(=O)N1c2ccc(S(=O)(=O)N3CCC(C(=O)N(C)Cc4ccco4)CC3)cc2CC1C (stereo not drawn)	2	2	-8	-6	3	2	4	-2
COc1ccc(CNc2nc3c(c(=O)n2C)CCN(C(=O)c2ccccc2OC)C3)cc1	-6	-7	-6	-7	1	-1	-3	-3
COc1cc2c(cc1OC)CN(CC(O)c1ccccc1)CC2 (stereo not drawn)	2	2	6	2	0	2	0	1
Cc1ccc(NC2=NC(c3ccco3)n3c(nc(C)cc3=O)N2)cc1 (stereo not drawn)	-5	-13	-4	-9	-1	-3	-7	0
O=S(=O)(NCc1csc2ccc(Cl)cc12)c1cccc2cccnc12	10	11	6	29	7	0	38*	3
CC1(C)Cc2c(sc3nc(SCC(=O)Nc4ccc(Br)cc4)nc(N)c23)CO1	-7	-7	-25	-20	0	-1	-10	18
COc1ccc(C(=O)N2CCC3(CC2)OC(=O)Nc2ccccc23)cc1	10	10	8	28	11	8	-48	-1
COc1cccc(C2C3=C(CC(C)(C)CC3=O)Nc3ccccc3N2C(=O)Cc2ccccc2)c1 (stereo not drawn)	-3	-4	-21	-1	-2	0	2	2
CCCCn1c(=O)c2sccc2n2c(CCC(=O)NC(C)c3ccccc3)nnc12 (stereo not drawn)	2	3	22	26	-20	1	-28	3
Cc1cc(C2CCCN2C(=O)c2c(-c3c(F)cccc3Cl)noc2C)on1 (stereo not drawn)	-4	1	2	4	-2	-2	11	0

In the list so far, 8 contain a thiophene ring, fused or not:
SMILES	USP28 inh	OTUD3 inh	USP17 block	USP30 block	USP7 block	UCHL1 block	USP8 block	USP10 block
COc1ccc(C(=O)NCC(c2ccsc2)N2CCN(C)CC2)cc1 (stereo not drawn)	12	4	7	13	2	2	11	1
COc1ccc(CCNC(=O)C2c3ccccc3C(=O)N(C)C2c2cccs2)c(OC)c1 (stereo not drawn)	-11	-8	nt	-10	-5	-2	-13	0
Cc1sc2c(c1C)C(=O)NC(c1ccc(-c3ccc(F)cc3)o1)N2 (stereo not drawn)	-53	-26	-8	-260	-15	-45	0	-3
c1ccc(-c2cc3c(NCc4cccnc4)ncnc3s2)cc1	-9	-9	5	25	-4	1	-8	-4
CCc1nc2sc3c(SCC(=O)Nc4ccccc4)ncnc3c2c2c1COC(C)(C)C2	-13	-6	-3	-16	-1	0	2	-1
O=S(=O)(NCc1csc2ccc(Cl)cc12)c1cccc2cccnc12	10	11	6	29	7	0	38*	3
CC1(C)Cc2c(sc3nc(SCC(=O)Nc4ccc(Br)cc4)nc(N)c23)CO1	-7	-7	-25	-20	0	-1	-10	18
CCCCn1c(=O)c2sccc2n2c(CCC(=O)NC(C)c3ccccc3)nnc12 (stereo not drawn)	2	3	22	26	-20	1	-28	3
